HIF-2a inh = inhibitors of HIF-2a. 786-0 RCC cells HIF-2a reporter, luciferase luminescence, overnight. inhibition, % at 18.8 µM. 0.72% of 360,000 active;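 active means inhibition of the luminescence signal of 40% or more relative to plate controls, in a single-dose primary screen at 18.75 µM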
m5-HT2A agonist = activates the mouse 5-HT2A serotonin receptor; AID 624169; 0.66% of 360,000 active; activation, % at 7.6 µM; P35363; CHO-K1 mHTR2A beta-arrestin complementation, luminescence; percent of 30 µM serotonin response;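 active means activation above a run cutoff, the mean activation of all tested compounds plus 3 SD, cut at about 14% in these data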;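 further: 0% = plate median of compound wells and 100% = 30 µM serotonin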
Target sequence (P35363 whole entry, looked up): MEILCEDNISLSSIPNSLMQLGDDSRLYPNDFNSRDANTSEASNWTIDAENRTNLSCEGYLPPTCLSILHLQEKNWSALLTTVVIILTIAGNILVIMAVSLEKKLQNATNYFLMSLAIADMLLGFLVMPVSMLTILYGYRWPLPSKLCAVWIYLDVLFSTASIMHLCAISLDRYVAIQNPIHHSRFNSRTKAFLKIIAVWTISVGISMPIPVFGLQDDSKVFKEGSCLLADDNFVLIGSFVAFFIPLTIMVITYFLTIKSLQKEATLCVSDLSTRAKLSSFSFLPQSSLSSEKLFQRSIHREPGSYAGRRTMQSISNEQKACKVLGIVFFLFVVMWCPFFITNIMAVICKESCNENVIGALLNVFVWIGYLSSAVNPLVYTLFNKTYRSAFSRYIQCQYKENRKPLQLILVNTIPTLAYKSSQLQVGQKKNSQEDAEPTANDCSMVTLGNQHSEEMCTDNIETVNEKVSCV
hiPSC survival = enhancers of human iPSC single-cell survival | 0.044% of 360,000 active | hiPSC single-cell survival, ATPlite luminescence; 100% = ROCK inhibitor wells, 0% = DMSO | AID 602274 | survival enhancement, % at 20 µM; in the data active means survival enhancement above about 18%;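 further: cells exposed to compounds for 16 hours before the ATP read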
CaV13 ICDI inh = Primary screen for inhibitors of IQ motif and Ca2+-dependent inactivation inhibitor domain binding in CACNA1D, Förster resonance energy transfer in living cells, …. HEK cells, CFP/YFP FRET ICDI-IQ, plate reader, 10 min; percent FRET-ratio fall versus neutral wells. inhibition, % at 12.3 µM. 0.098% of 340,000 active;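 active means mean replicate inhibition of at least 30% and at least 1% of replicates passing that level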;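 further: 0% = median of the neutral control wells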
NR2E3 ag = activates human NR2E3 receptor | Q9Y5X4 | CHO-S Gal4-NCOR/VP16-NR2E3 two-hybrid, luciferase | inhibition of corepressor binding, % at 3.98 µM | 0.35% of 360,000 active | AID 602229;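 active means inhibition above the mean of all tested compounds plus 3 SD, cut at about 70% in these data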;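 further: 0% = DMSO with NR2E3 transfected cells and 100% = cells lacking NR2E3 construct; higher means lower luciferase signal from less NR2E3 corepressor binding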
Target sequence (Q9Y5X4 whole entry, looked up, the tested form may be a part): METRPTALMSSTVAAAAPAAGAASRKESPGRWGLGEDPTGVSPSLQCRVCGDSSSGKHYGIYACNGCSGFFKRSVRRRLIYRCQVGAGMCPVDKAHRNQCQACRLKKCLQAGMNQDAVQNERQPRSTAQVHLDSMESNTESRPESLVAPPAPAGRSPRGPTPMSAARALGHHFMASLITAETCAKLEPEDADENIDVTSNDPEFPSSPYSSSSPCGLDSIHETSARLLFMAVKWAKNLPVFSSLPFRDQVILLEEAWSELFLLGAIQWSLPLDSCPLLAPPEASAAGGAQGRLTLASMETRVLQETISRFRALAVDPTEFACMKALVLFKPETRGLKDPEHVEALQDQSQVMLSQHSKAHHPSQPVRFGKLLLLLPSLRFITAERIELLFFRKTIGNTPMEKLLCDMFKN
* hit, by the source's call; x = no result given. An excerpt; the hit share may differ from the screen's.

no.	SMILES	HIF-2a inh	m5-HT2A agonist	hiPSC survival
1	CC(C)CN1C(=O)CN(S(C)(=O)=O)CC1(C)C(=O)NC(C)C (centres undefined)	11	2	x
2	CC1(C(=O)Nc2ccc3c(c2)OCCO3)CN(S(C)(=O)=O)CC(=O)N1CCCN1CCOCC1 (centres undefined)	7	1	x
3	O=C(Nc1ccc2c(c1)OCCO2)C(c1ccccc1)n1c(=O)c(-c2ccco2)nc2ccccc21 (centres undefined)	-16	-4	x
4	COC(=O)C[C@H]1CC[C@H](NC(=O)Cc2ccccc2)[C@@H](CO)O1	15	1	x
5	COC(=O)[C@@]12C[C@@H](CC(=O)NCc3ccccc3)C(=O)N(Cc3ccc4c(c3)OCO4)C1=CCC(C)(C)C2	6	-1	x
6	CCOC(=O)N1CCN(C(=O)C[C@@H]2C[C@@]3(C(=O)OC)CCCCC=C3N(Cc3ccc4c(c3)OCO4)C2=O)CC1	2	-4	x
7	COC(=O)[C@@]12C[C@@H](CC(=O)N3CCN(C(=O)C4CC4)CC3)C(=O)N(Cc3ccco3)C1=CCC(C)(C)C2	7	5	x
8	CO[C@H]1CN(C)C(=O)c2cc(NC(=O)c3cc(C)on3)ccc2OC[C@@H](C)N(C(=O)C2CC2)C[C@H]1C	-5	-1	x
9	CO[C@H]1CN(C)C(=O)c2ccc(NC(=O)C3CCC3)cc2OC[C@H](C)N(Cc2ccc(F)cc2)C[C@@H]1C	4	0	x
10	O=C(Nc1ccc2ccccc2c1)C(C1CC1)n1c(=O)c(-c2cc3ccccc3[nH]2)nc2ccccc21 (centres undefined)	-7	1	x
11	CCOC(=O)[C@]12CCCC=C1N(Cc1ccccc1)C(=O)[C@H](CC(=O)NCCCCc1ccccc1)C2	2	-3	x
12	CO[C@@H]1CN(C)C(=O)c2cc(NC(=O)Nc3cc(F)ccc3F)ccc2OC[C@H](C)NC[C@@H]1C	-1	-3	x
13	O=C(C[C@@H]1CC[C@@H]2[C@H](COC[C@H](O)CN2CCC(F)(F)F)O1)NCc1ccc2c(c1)OCO2	7	-6	x
14	CCCCCCCCN1C(=O)[C@H](CC(=O)N2CCC(c3ccccc3)CC2)C[C@@]2(C(=O)OC)CC(C)(C)CC=C12	5	3	x
15	CC(C)(C)OC(=O)N1CCc2onc(-c3ccc(-n4cc(C5=CCCCC5)nn4)cc3)c2C1=O	-84	-4	x

no.	CaV13 ICDI inh	NR2E3 ag
1	-15	x
2	-9	x
3	-14	x
4	-6	x
5	-11	x
6	-8	x
7	-8	x
8	-7	x
9	-4	x
10	-17	x
11	-8	x
12	-4	x
13	-4	x
14	-9	x
15	-15	x

Overlap with the part before: seven entries; new compounds follow.
no.	SMILES	HIF-2a inh	m5-HT2A agonist	hiPSC survival
9	CO[C@H]1CN(C)C(=O)c2ccc(NC(=O)C3CCC3)cc2OC[C@H](C)N(Cc2ccc(F)cc2)C[C@@H]1C	4	0	x
10	O=C(Nc1ccc2ccccc2c1)C(C1CC1)n1c(=O)c(-c2cc3ccccc3[nH]2)nc2ccccc21 (centres undefined)	-7	1	x
11	CCOC(=O)[C@]12CCCC=C1N(Cc1ccccc1)C(=O)[C@H](CC(=O)NCCCCc1ccccc1)C2	2	-3	x
12	CO[C@@H]1CN(C)C(=O)c2cc(NC(=O)Nc3cc(F)ccc3F)ccc2OC[C@H](C)NC[C@@H]1C	-1	-3	x
13	O=C(C[C@@H]1CC[C@@H]2[C@H](COC[C@H](O)CN2CCC(F)(F)F)O1)NCc1ccc2c(c1)OCO2	7	-6	x
14	CCCCCCCCN1C(=O)[C@H](CC(=O)N2CCC(c3ccccc3)CC2)C[C@@]2(C(=O)OC)CC(C)(C)CC=C12	5	3	x
15	CC(C)(C)OC(=O)N1CCc2onc(-c3ccc(-n4cc(C5=CCCCC5)nn4)cc3)c2C1=O	-84	-4	x
16	N#Cc1ccc(C2CC(OCCF)=CC(=O)O2)cc1 (centres undefined)	-16	-2	x
17	COC1=CC(=O)OC(c2cccc(OC)c2)C1 (centres undefined)	-1	1	x
18	CSCCC(C(=O)Nc1c(C)cccc1C)n1c(-c2ccc(C(F)(F)F)cc2)nc2ccccc21 (centres undefined)	-2	9	x
19	Cc1ccccc1CN1C(=O)CN(S(C)(=O)=O)CC1(C)C(=O)NC(C)C (centres undefined)	4	7	x
20	COc1ccccc1-c1nc2ccccc2n(CC(C)C)c1=O	-12	2	x
21	COc1ccc(C2=Nc3ccccc3N(C(=O)Cc3cc(OC)cc(OC)c3)C2C(=O)NC(C)(C)C)cc1 (centres undefined)	-117	-3	x
22	O=C(NC1CCCC1)c1nc(-c2c(F)cccc2F)oc1-c1ccccc1	-39	-6	x
23	COc1ccc(NC(=O)C(c2ccc(OC)cc2)n2c(=O)c(-c3ccco3)nc3ccccc32)cc1 (centres undefined)	-27	-5	x
24	CCCCNC(=O)C(NC(=O)c1ccccc1)C(=O)c1ccccc1 (centres undefined)	2	-4	x
25	Cc1cccc(C)c1N1C(=O)c2ccccc2NC(=O)C1C(=O)NCCOc1ccccc1 (centres undefined)	13	-3	x
26	CC1(C(=O)NCc2ccccc2)CN(S(C)(=O)=O)CC(=O)N1Cc1cccs1 (centres undefined)	-3	-1	x
27	C=CCOC(=O)Nc1nc(CCNC(=O)OC(C)(C)C)c(C(=O)OC)s1	8	0	x
28	CC(C)(C)NC(=O)C(c1ccc(C(F)(F)F)cc1)n1c(=O)c(-c2cc3ccccc3[nH]2)nc2ccccc21 (centres undefined)	2	10	x
29	Cc1cc2c(cc1C)-n1nnnc1C(N1CCN(c3ccccc3F)CC1)C(=O)N2 (centres undefined)	7	-5	x
30	COC(=O)C[C@H]1C=C[C@H](NS(=O)(=O)c2cn(C)cn2)[C@@H](CO)O1	11	-2	x

no.	CaV13 ICDI inh	NR2E3 ag
9	-4	x
10	-17	x
11	-8	x
12	-4	x
13	-4	x
14	-9	x
15	-15	x
16	-9	x
17	-7	x
18	-17	x
19	-7	x
20	-8	x
21	-10	x
22	-11	x
23	-6	x
24	-6	x
25	-7	x
26	-6	x
27	-18	x
28	-48	x
29	-6	x
30	-6	x

Among those listed so far, four contain a tert-butyl group.
no.	SMILES	HIF-2a inh	m5-HT2A agonist	hiPSC survival
15	CC(C)(C)OC(=O)N1CCc2onc(-c3ccc(-n4cc(C5=CCCCC5)nn4)cc3)c2C1=O	-84	-4	x
21	COc1ccc(C2=Nc3ccccc3N(C(=O)Cc3cc(OC)cc(OC)c3)C2C(=O)NC(C)(C)C)cc1 (centres undefined)	-117	-3	x
27	C=CCOC(=O)Nc1nc(CCNC(=O)OC(C)(C)C)c(C(=O)OC)s1	8	0	x
28	CC(C)(C)NC(=O)C(c1ccc(C(F)(F)F)cc1)n1c(=O)c(-c2cc3ccccc3[nH]2)nc2ccccc21 (centres undefined)	2	10	x

no.	CaV13 ICDI inh	NR2E3 ag
15	-15	x
21	-10	x
27	-18	x
28	-48	x

Next compounds follow.
no.	SMILES	HIF-2a inh	m5-HT2A agonist	hiPSC survival
31	CCOC(=O)[C@]12CCCC=C1N(Cc1ccccc1)C(=O)[C@H](CC(=O)N1CCOCC1)C2	-4	-1	x
32	COc1ccc(CN2C(=O)CN(S(C)(=O)=O)CC2(C)C(=O)Nc2c(C)cccc2C)cc1OC (centres undefined)	11	3	x
33	Cc1ccc(CN2C(=O)CSCC2(C)C(=O)Nc2c(C)cccc2C)cc1 (centres undefined)	13	2	x
34	COC(=O)[C@@]12C[C@@H](CC(=O)NCCCN3CCCC3=O)C(=O)N(Cc3cccc4ccccc34)C1=CCC(C)(C)C2	19	-1	x
35	N#Cc1ccc(C(C(=O)NC2CCCCC2)n2c(=O)c(-c3ccccc3)nc3ccccc32)cc1 (centres undefined)	9	-2	x
36	COc1ccc(C(C(=O)Nc2ccc3c(c2)OCCO3)n2c(=O)c(-c3cc4ccccc4[nH]3)nc3ccccc32)cc1 (centres undefined)	-62	1	x
37	CCCCNC(=O)c1nc(C2CCN(S(=O)(=O)c3ccc(OC(F)(F)F)cc3)CC2)oc1-c1ccccc1	4	-4	x
38	CCC(C(=O)NCc1ccccc1)n1c(-c2cccs2)nc2ccccc21 (centres undefined)	12	-3	x
39	CCCCCNC(=O)C(CCc1ccccc1)n1c(=O)c(-c2cc3ccccc3[nH]2)nc2ccccc21 (centres undefined)	1	2	x
40	Cc1csc(-c2nc3ccccc3n2C(C(=O)Nc2c(C)cccc2C)C2CC2)c1 (centres undefined)	1	-2	x
41	Cc1cccc(C)c1NC(=O)C1(C)CSCC(=O)N1CCc1ccc(O)cc1 (centres undefined)	3	-5	x
42	CC(C)(C)NC(=O)C(C1CC1)n1c(-c2ccccc2)nc2ccccc21 (centres undefined)	-20	-5	x
43	CCCNC(=O)N[C@H]1CC[C@@H](CCn2cc(-c3cccc(F)c3)nn2)O[C@@H]1CO	-1	-1	x
44	O=C(Nc1ccc2c(c1)OCCO2)C(c1ccc(C(F)(F)F)cc1)n1c(=O)c(-c2cc3ccccc3[nH]2)nc2ccccc21 (centres undefined)	-47	0	x
45	COC(=O)C[C@@H]1CC[C@H](NC(=O)CC2CC2)[C@@H](CO)O1	0	7	x

no.	CaV13 ICDI inh	NR2E3 ag
31	-15	x
32	-9	x
33	-6	x
34	-4	x
35	-5	x
36	-19	x
37	-11	x
38	-9	x
39	-3	x
40	-9	x
41	-6	x
42	-14	x
43	-5	x
44	-6	x
45	-4	x

Carrying on:
no.	SMILES	HIF-2a inh	m5-HT2A agonist	hiPSC survival
46	Nc1c(-c2ccc(F)c(F)c2)nc2ncccn12	-10	3	x
47	CSCCC(c1nc2ccccc2[nH]1)n1c(-c2cc(C(F)(F)F)cc(C(F)(F)F)c2)nc2ccccc21 (centres undefined)	-1	19*	x
48	CCOC(=O)[C@]12CCCC=C1N(Cc1ccccc1)C(=O)[C@H](CC(=O)NCC13CC4CC(CC(C4)C1)C3)C2	-7	-2	x
49	O=C(C(=O)N1CCN(C(=O)c2ccco2)CC1)c1ccccc1	-1	5	x
50	CCCCCNC(=O)C(c1ccc(-c2ccccc2)cc1)n1c(=O)c(-c2cc3ccccc3[nH]2)nc2ccccc21 (centres undefined)	-29	-4	x
51	O=C(Nc1ccc(F)cc1)C(c1ccncc1)N1CCN(C(=O)c2ccco2)CC1 (centres undefined)	8	-1	x
52	COCCCn1cc(CN2CC(N3CCN(Cc4ccccc4F)CC3)CS2(=O)=O)nn1 (centres undefined)	10	7	0.4
53	O=C1NC[C@@H](CCCCN2C[C@H](Cc3ccccc3)N(CCc3ccc(O)cc3)C(=O)C2=O)N(Cc2ccccc2)C1=O	3	-4	0.3
54	COc1ccc(Cn2cc(CN3CC(N4CCCC4)CS3(=O)=O)nn2)cc1 (centres undefined)	4	1	0.2
55	Cc1ccc(-c2nc3cc(C)c(Br)c(C)n3c2Cc2cccc(Cl)c2)cc1	-39	-2	-0.1
56	O=S1(=O)CC(N2CCSCC2)CN1Cc1cn(Cc2cccc(C(F)(F)F)c2)nn1 (centres undefined)	12	7	-0.2
57	O=S1(=O)CC(N2CC=CC2)CN1Cc1cn(Cc2ccccc2)nn1 (centres undefined)	2	-3	0.1

no.	CaV13 ICDI inh	NR2E3 ag
46	-7	x
47	-11	x
48	-6	x
49	-5	x
50	-17	x
51	-10	x
52	x	-7
53	x	-10
54	x	-25
55	x	-13
56	x	-5
57	x	-21

Screens: PubChem BioAssay, several laboratories
